Screening results: PubChem, several laboratories
thrombin 1536 = human alpha-thrombin inhibitors, primary screen, counter-screen for coagulation protease inhibitor project, biochemical, 1536-well, fluorogenic AMC substrate. Prothrombin (Homo sapiens), P00734. Boc-VPR-AMC fluorogenic substrate cleavage. inhibition, % at 5 µM. actives 0.26% (n = 220,000);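 active means inhibition at or above 40%; inactive means inhibition below 40%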;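 further: 0% = enzyme with no compound and 100% = wells without enzyme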
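signal = AMC fluorescence, 355/460 nm | material = human alpha-thrombin enzyme | control set = enzyme without compound as high, wells lacking enzyme as low | times = reaction at room temperature | read-out basis = percent inhibition scaled between no-compound controls and no-enzyme blanks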
FXIa inh = human FXIa protease inhibitors, primary screen, biochemical, 1536-well; purified FXIa, Boc-Glu-Ala-Arg-AMC fluorogenic substrate; AID 798, 2007; actives 0.14% (n = 220,000); Coagulation factor XI (Homo sapiens), P03951; inhibition, % at 5 µM;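 active means inhibition of at least 40%; inactive means inhibition below 40%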;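 further: fluorescence of freed AMC excited at 355 nm; 0% = enzyme without compound and 100% = no enzyme blank; many of its hits are not listed in these tables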
Target sequence (P03951 19-387 limits assumed): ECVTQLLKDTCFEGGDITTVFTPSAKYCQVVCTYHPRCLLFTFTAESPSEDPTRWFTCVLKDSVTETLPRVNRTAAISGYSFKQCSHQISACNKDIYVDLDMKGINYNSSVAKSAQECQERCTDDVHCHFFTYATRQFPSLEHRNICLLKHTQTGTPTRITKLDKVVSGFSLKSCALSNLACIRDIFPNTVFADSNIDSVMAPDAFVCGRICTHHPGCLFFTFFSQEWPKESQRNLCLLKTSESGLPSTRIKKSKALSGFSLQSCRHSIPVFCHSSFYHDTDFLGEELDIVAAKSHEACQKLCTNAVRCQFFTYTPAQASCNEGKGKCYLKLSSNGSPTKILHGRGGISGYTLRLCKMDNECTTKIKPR
Target sequence (P03951 388-625 limits assumed): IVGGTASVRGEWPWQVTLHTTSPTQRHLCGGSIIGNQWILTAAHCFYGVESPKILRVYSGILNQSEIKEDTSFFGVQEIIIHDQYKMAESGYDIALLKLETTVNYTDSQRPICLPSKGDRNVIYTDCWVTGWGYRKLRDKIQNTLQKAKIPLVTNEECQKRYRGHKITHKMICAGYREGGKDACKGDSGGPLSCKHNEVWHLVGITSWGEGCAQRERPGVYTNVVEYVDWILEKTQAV
TNF necrop inh = inhibitors of TNF-alpha triggered necroptosis, primary screen, cell-based, Jurkat FADD-/-, single concentration. Jurkat FADD-/- TNF necroptosis rescue, ATP luminescence, 24 h; 0 = TNF only, 100 = no-TNF cells. activation (protection from cell death), % at 10 µM. actives 0.068% (n = 220,000). AID 463075, 2010;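 active means activation, meaning protection from cell death, of at least 50% relative to plate controls; inactive means activation below 50%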;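 further: necroptosis triggered by 40 ng/mL TNF-alpha added together with compound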
KCC2 mod = KCC2 cotransporter modulators, thallium flux, primary screen, cell-based, HEK293 KCC2, FluoZin-2 fluorescence, MLSMR; AID 1456, 2008; Solute carrier family 12 member 5 (Homo sapiens), Q9H2X9; actives 2.2% (n = 190,000); KCC2 cells, thallium flux FluoZin-2 fluorescence; B-score of Tl+ flux slope (higher = more flux/activation; lower = inhibition) at 10 µM;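 active means thallium flux slope and its plate-corrected score both differing from the plate sample mean at a set confidence after two filtering rounds, in either direction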;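 further: slope of fluorescence scaled to starting intensity during 10 to 20 s after thallium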
Rad51 HR inh = human RAD51 strand exchange inhibitors, primary screen, biochemical, fluorescence. inhibition, % at 10 µM. actives 0.085% (n = 200,000). hRad51 DNA strand exchange, fluorescence dequenching. DNA repair protein RAD51 homolog 1 (Homo sapiens), Q06609. AID 1385, 2008;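 active means inhibition above 40% at the single screening dose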;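 further: 0% = DMSO control wells and 100% = blanks with heterologous ssDNA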
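Read-out basis: percent inhibition relative to plate controls and blanks / Assay system: human Rad51 nucleoprotein filaments preassembled on unlabelled ssDNA / Timing: filaments 15 min 37 °C, then compound 30 min / Control set: per-plate controls and blanks / Technique: fluorescence dequenching at 485/520 nm / Compound: 10 µM final, single point / Also added: Fluorescein- and BHQ1-tagged 47-mer duplex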
FXIIa inh = human FXIIa protease inhibitors, primary screen, biochemical, 1536-well | Coagulation factor XII (Homo sapiens), P00748 | purified FXIIa, Boc-QGR-AMC fluorogenic substrate, 2 h | inhibition, % at 5 µM | actives 0.3% (n = 220,000); in the data active means inhibition above about 40%;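 further: 0% = enzyme with no compound and 100% = blank without enzyme; many of its hits are not listed in these tables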
KLK5 inh = human KLK5 protease inhibitors, primary screen, biochemical, 1536-well; Kallikrein-5 (Homo sapiens), Q9Y337; inhibition, % at 5 µM; recombinant hK5, fluorogenic AMC substrate cleavage; actives 0.59% (n = 210,000); AID 873, 2007;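 active means inhibition of 40% or more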;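 further: 0% = enzyme controls without compound and 100% = no-enzyme blanks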
Target sequence (Q9Y337 67-293 limits assumed): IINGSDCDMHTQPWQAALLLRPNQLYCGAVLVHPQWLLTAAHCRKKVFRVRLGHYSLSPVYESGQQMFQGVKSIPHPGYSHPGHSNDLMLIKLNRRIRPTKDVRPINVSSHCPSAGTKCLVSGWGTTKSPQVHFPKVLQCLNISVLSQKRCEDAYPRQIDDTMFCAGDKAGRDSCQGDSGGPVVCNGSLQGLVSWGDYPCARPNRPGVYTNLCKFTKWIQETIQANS
Hck Nef HTS = inhibitors of Nef-activated human Hck kinase, primary screen, biochemical, Z-Lyte FRET, 384-well, Hck-YEEI. inhibition, % at 20 µM. Tyrosine-protein kinase HCK (Homo sapiens), P08631. actives 0.68% (n = 220,000). AID 463187, 2010. Recombinant Hck-YEEI plus Nef, Z-Lyte FRET kinase assay;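 active means Hck-Nef kinase inhibition above about 50%, limit read from the data; inactive means inhibition below that limit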;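 further: 0% = DMSO with Hck plus Nef and 100% = Hck alone without Nef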
zVAD death inh = inhibitors of zVAD-triggered necroptosis, primary screen, L929 cells. L929 zVAD necroptosis rescue, ATP luminescence, 24 h; with zVAD 60 µM. viability rescue, % at 10 µM. actives 0.38% (n = 220,000);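 active means activation, scaled between plate controls, above about 75%, limit read from the data; inactive means activation under that limit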;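 further: 0% = zVAD with DMSO and 100% = DMSO alone without zVAD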
Active calls of the source: *; nt = not tested or not shown. Only part of the results is shown; the hit share may differ from the screen's.

smiles	thrombin 1536	FXIa inh	TNF necrop inh	KCC2 mod	Rad51 HR inh	FXIIa inh	KLK5 inh	Hck Nef HTS	zVAD death inh
C=CCN(c1ccc(C(=O)Nc2ccc(NC(C)=O)cc2)cc1)S(C)(=O)=O	-17	-5	0.9	-0.038	10	1	2	24	1.9
CC1CCCC(C)N1C(=O)COc1ccc(-c2nnco2)cc1 (stereo not drawn)	-19	3	-2.7	0.28	5	2	-2	1	-0.2
COc1cccc(CNC(=O)c2ccc(S(=O)(=O)N3CCCC3)cc2)c1	4	3	1.0	0.27	-16	9	-1	0	0.2
CC(=O)OCCn1c(Br)nc2c1c(=O)[nH]c(=O)n2C	4	3	0.3	0.8	4	6	-5	2	0.2
Cc1ccc(/C=N/n2c(-c3cccnc3)n[nH]c2=S)o1	-2	-1	1.5	1.6	11	10	1	8	1.0
CS(=O)(=O)N1CCCC(C(=O)NCCN2CCC(Cc3ccccc3)CC2)C1 (stereo not drawn)	-7	-5	0.7	0.3	8	4	-11	6	-0.1
O=C(NCc1ccccc1)c1ccc(Br)cc1Br	-5	-5	2.7	-0.045	18	5	11	-1	1.2
CN(C)/C=N/c1nc2nccc(-c3ccccc3)n2n1	-15	0	-0.4	-1.7	-2	4	-3	17	-1.1
CCS(=O)(=O)c1nnnn1-c1ccccc1S(C)(=O)=O	19	14	-2.1	-0.38	4	27	30	14	74
COc1ccc(C(=O)NNC(=O)CSc2nc3c(c(=O)n(C)c(=O)n3C)n2C)cc1	5	-2	0.3	0.88	3	4	1	20	4.1
CCOC(=O)c1nnn(-c2nonc2N)c1-c1ccc(Cl)cc1	-2	-4	-0.3	-0.057	nt	6	3	19	-1.0
CCc1sc(C(=O)Nc2ccccc2N2CCOCC2)cc1C	-1	20	0.6	-0.66	3	0	-3	-2	0.9
Cc1ccc(NS(=O)(=O)c2cc(C(=O)N3CCCC3)ccc2C)cc1C	15	23	-0.4	-0.8	-13	35	20	-14	-0.3
CCCC(=O)Nc1ccc(C(=O)N/N=C/c2cccnc2)cc1	-4	1	-2.4	-0.7	3	-5	-24	5	1.2
COc1cc(CN2CCNC(=O)C2CC(=O)N2CCCCO2)cc(OC)c1 (stereo not drawn)	-1	-7	-0.2	-0.96	-20	4	-3	20	0.0
N#Cc1c(NCCCO)nc(-c2ccccc2)c2c1CCCC2	-6	-10	-1.2	1.7	-5	-1	-25	9	1.2
COc1ccccc1N1CCN(/N=C/c2cccc(O)c2)CC1	-17	-6	-0.2	-0.71	8	0	-6	17	0.8
CN(C)c1ccnc(-n2cccc2/C=N/OCc2ccccc2)c1C#N	-4	-7	0.9	0.0007	10	11	-7	1	-0.1
CCC(=O)Nc1nc2c(OC)ccc(C)c2s1	2	3	6.1	-1.2	-10	14	-8	-6	4.8
O=C(NC1CCCCC1)N(Cc1ccccc1)Cc1ccco1	-1	1	-0.6	nt	8	7	-14	0	0.1

Three of the entries above in order of the Rad51 HR inh value, highest first.
Molecule	FXIa inh	KCC2 mod	Rad51 HR inh	FXIIa inh	KLK5 inh	Hck Nef HTS
C=CCN(c1ccc(C(=O)Nc2ccc(NC(C)=O)cc2)cc1)S(C)(=O)=O	-5	-0.038	10	1	2	24
CS(=O)(=O)N1CCCC(C(=O)NCCN2CCC(Cc3ccccc3)CC2)C1 (stereo not drawn)	-5	0.3	8	4	-11	6
COc1ccc(C(=O)NNC(=O)CSc2nc3c(c(=O)n(C)c(=O)n3C)n2C)cc1	-2	0.88	3	4	1	20

Next section
smiles	thrombin 1536	FXIa inh	TNF necrop inh	KCC2 mod	Rad51 HR inh	FXIIa inh	KLK5 inh	Hck Nef HTS	zVAD death inh
COC(C(=O)Nc1ccc(F)cc1)c1ccccc1 (stereo not drawn)	-1	2	98*	-0.21	6	12	0	-7	nt
CCC(C)C(NC(=O)C(CC(C)C)NC(=O)C(CO)NC(=O)C1CCC(=O)N1)C(=O)OC (stereo not drawn)	-8	-2	-0.2	0.032	nt	4	nt	-10	0.2
CSc1nnc2c3ccccc3n(CCc3ccccc3)c2n1	-3	6	-0.2	-1.3	-7	3	-2	-8	2.1
Cc1cc(C(=O)N2CCCC(C(=O)c3cc(F)ccc3F)C2)c(C)o1 (stereo not drawn)	-3	0	-1.2	nt	nt	5	-17	3	-0.2
COc1ccc(CC(=O)n2nc(-c3ccccc3)nc2NCc2ccco2)cc1	93*	6	-1.1	0.57	nt	13	-19	1	0.7
CC(=O)N1CCN(S(=O)(=O)c2ccc(C)cc2)C1C(C)C (stereo not drawn)	-3	1	1.2	0.41	1	5	-1	0	1.0
CCOc1ccc(CNC(=O)C(CC)n2nc(C)n3c(cc4occc43)c2=O)cc1OC (stereo not drawn)	9	13	-0.4	nt	-3	23	7	3	4.6
CCOC(=O)c1cc(CC)sc1NC(=O)C(c1ccccc1)c1ccccc1	-4	-5	-2.6	1.9	-6	9	0	1	0.0
COCCOC(=O)c1[nH]c2c(c1C)C(=O)CC(c1ccc(F)cc1)C2 (stereo not drawn)	-11	-2	-6.6	nt	-2	7	-31	0	1.7
COc1ccccc1N1C(=O)CC(Sc2ncccc2C(=O)O)C1=O (stereo not drawn)	4	10	-1.2	nt	-4	10	-23	0	0.1
O=C(Cn1cnc2c(oc3ccccc32)c1=O)N1CCCC1	6	-2	0.5	0.77	12	8	1	25	4.0
CCOC(=O)/C(C#N)=C1/C=C(C)NC(c2ccccc2O)=N1	0	3	-2.1	-3.8*	5	7	5	1	2.8
COc1cc(OC)cc(C(=O)N[C@H](C(=O)Nc2ccc3c(c2)OCO3)C(C)C)c1	-13	0	1.4	0.12	1	1	3	27	4.4
COc1ccc(OCC(=O)N2CCN(C(=O)c3ccccc3)CC2)cc1	1	4	-2.8	0.26	10	17	-9	-1	-0.4
COc1ccc(CNC(=S)N/N=C/c2ccncc2)cc1	-5	0	1.4	-0.31	-9	10	-16	3	-0.1
CC(=O)N1CCc2cc(C(=O)CN3CCCCC3)ccc21	-8	-4	-0.6	0.64	nt	18	-6	2	1.1
CC[C@H](C)[C@H](NC(N)=O)C(=O)Nc1ccc(C)cc1	-3	1	0.8	0	-3	5	-9	2	0.1
COc1cc(NC(=O)CCCc2c[nH]c3ccccc23)cc(OC)c1	-18	-3	0.4	0.017	0	4	-13	2	1.2
Nc1n[nH]c(-c2ccc([N+](=O)[O-])cc2[N+](=O)[O-])n1	-9	-2	-1.0	nt	4	1	-1	18	2.5
CNC(=S)NCCCc1ccccc1	-1	-4	-0.4	1.5	7	5	11	22	4.1

Some entries already given with just FXIIa inh.
SMILES | FXIIa inh
CSc1nnc2c3ccccc3n(CCc3ccccc3)c2n1 | 3
Cc1cc(C(=O)N2CCCC(C(=O)c3cc(F)ccc3F)C2)c(C)o1 (stereo not drawn) | 5
COc1ccc(CC(=O)n2nc(-c3ccccc3)nc2NCc2ccco2)cc1 | 13
CC(=O)N1CCN(S(=O)(=O)c2ccc(C)cc2)C1C(C)C (stereo not drawn) | 5

(cont.)
smiles	thrombin 1536	FXIa inh	TNF necrop inh	KCC2 mod	Rad51 HR inh	FXIIa inh	KLK5 inh	Hck Nef HTS	zVAD death inh
CCCCNC1C(CC)C(CCC)C(C#N)(C#N)C1(C#N)C#N (stereo not drawn)	-7	5	-13	0.59	5	11	6	-1	-0.4
CCN(CC)C(=O)C(=O)c1cn(CCOc2ccccc2)c2ccccc12	3	-3	0.1	-1.9	2	2	-6	-3	0.7
COc1ccc(-n2c(SCC(=O)Nc3nccs3)nnc2-c2ccccc2)cc1	15	11	-1.5	0.1	-2	11	33	1	-0.8
C=CCn1c(NC(=O)c2ccc(Br)o2)c(S(=O)(=O)c2ccccc2)c2nc3ccccc3nc21	4	9	-1.1	-0.47	16	18	-1	35	0.5
CCOc1ccc(C(=O)Nc2cc(-c3nc4ccccc4[nH]3)ccc2Cl)cc1[N+](=O)[O-]	-6	-7	-1.1	-1.2	nt	-1	-9	5	4.2
COC(=O)Cc1ccc(NC(=S)NCCCN2CCOCC2)cc1	-1	1	-1.6	-0.15	1	10	1	10	-0.4
Cc1ccc(S(=O)(=O)Cn2cnnn2)cc1	-1	17	0.7	-0.18	-9	24	-2	-3	-1.0
Cc1c(Cl)ccc2c(C(=O)NC(C)c3ccncc3)cc(-c3ccncc3)nc12 (stereo not drawn)	3	-6	-5.3	0.019	1	-6	-21	5	0.3
CCCn1c(SCC(=O)Nc2cccc(NC(C)=O)c2)nnc1C(C)C	3	0	-2.2	0.7	12	8	-2	-2	-0.2
Cn1c(SC2=CS(=O)(=O)c3ccccc32)nc2ccccc21	-4	-6	-16	0.75	nt	25	23	0	0.3
Cc1ccc(NCCC(=O)c2ccccc2)cc1Cl	-1	-8	1.6	1.5	18	-9	-27	-11	1.3
CCC(=O)N1CCc2cc(S(=O)(=O)CCC(=O)NCCC3=CCCCC3)ccc21	-1	-3	-0.9	-0.56	nt	12	15	11	1.2
COc1cccc(C2C(C(=O)Nc3nc4ccccc4s3)=C(C)NC3=C2C(=O)CC(C)(C)C3)c1OC (stereo not drawn)	-1	6	-12	1.1	-1	5	2	57*	2.3
Cc1ccc(C(=O)c2ccc([N+](=O)[O-])cc2)c(C)c1	2	-4	-1.9	-0.0025	-3	-1	1	-21	0.0
CSC1=NCCN1C(=O)Cc1ccc(-c2ccccc2)cc1	-8	-1	1.4	-0.26	8	3	-2	25	1.4
CSCC(CO)NS(=O)(=O)c1ccc(C)cc1 (stereo not drawn)	-1	3	0.7	-0.0068	14	10	3	-1	-0.7
COc1ccc(CCN2C(=O)C(O)=C(C(=O)c3ccco3)C2c2cccs2)cc1OC (stereo not drawn)	-1	2	-2.0	-0.2	2	14	31	1	1.4
Cc1ccc(S(=O)(=O)N2C(=O)CCC2C(=O)NCc2ccco2)cc1 (stereo not drawn)	-8	0	-0.8	0.36	-2	-5	4	-1	0.2
O=C(O)C1Sc2[nH]c(=O)sc2C2c3cc(Cl)ccc3OC(=O)C12 (stereo not drawn)	-15	17	0.4	-0.42	-6	27	-13	2	0.4
CCn1c2ccccc2c2cc(NC(=O)CSc3nnc(-c4ccc(OC)cc4)n3N)ccc21	-6	-3	-1.0	1.1	-7	7	-3	8	1.1
Cc1cc2cc3c(cc2nc1SCc1ccccn1)OCCO3	5	10	2.6	0.82	nt	16	-4	3	1.1
CCOC(=O)C1CCCN(Cc2nc(N)nc(Nc3ccc(Cl)cc3)n2)C1 (stereo not drawn)	3	1	-3.8	0.04	-1	10	-29	0	-0.3
CCN(CC)C(=S)Nc1ccc(C(=O)OC)cc1	0	1	0.4	-0.016	-2	6	-5	7	-0.3
